# AmpC detergent = blocks E. coli AmpC beta-lactamase in detergent assay; AID 485294; 370,000 compounds, 0.041% hits; AmpC hydrolysis of nitrocefin, absorbance 480 nm, 0.01% Triton; P00811; Potency, µM (doses to about 114 µM), for inactives: at the top dose activity change, negative = inhibition, most hits filed as inhibitors; active means well fitted inhibition curve with a large enough effect; inconclusive means small, poorly fitted or top-dose-only effect;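 further: potency means the concentration at half of the fitted maximal effect; 0% = no-compound wells and -100% = no-enzyme wells; nearly all actives have a fitted effect of over 25% in size; some results filed as inactive show a strong effect at the top dose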
# Target sequence (P00811 whole entry, looked up): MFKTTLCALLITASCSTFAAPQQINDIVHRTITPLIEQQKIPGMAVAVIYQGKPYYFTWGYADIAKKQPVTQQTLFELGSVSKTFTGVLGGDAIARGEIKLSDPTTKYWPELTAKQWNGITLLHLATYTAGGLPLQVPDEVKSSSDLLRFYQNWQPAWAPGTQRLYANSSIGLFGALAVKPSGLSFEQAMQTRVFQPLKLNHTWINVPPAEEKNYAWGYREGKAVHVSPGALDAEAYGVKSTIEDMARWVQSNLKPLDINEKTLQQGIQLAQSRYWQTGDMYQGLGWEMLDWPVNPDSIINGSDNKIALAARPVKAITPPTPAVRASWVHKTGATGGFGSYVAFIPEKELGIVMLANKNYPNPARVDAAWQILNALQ
#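 20 mM phosphate pH 7.0 + 0.01% (detergent screen) or 0.0001% Triton X-100; 5.3 nM AmpC reagent; cpd preinc 15 min RT; nitrocefin (800 uM stock) to start; A480 q20 s × 4 min; Activity was normalised to no-enzyme and no-compound control wells.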
# HCMV inh = inhibitors of human cytomegalovirus. HFF cells, HCMV-luciferase reporter, 72 h; stronger effect = lower value. activity change, negative = inhibition, % at 57.5 µM. 410,000 compounds, 4.5% hits; in the data active means activity change below about -60%; inconclusive means no clear call, values can overlap the other calls; inactive means above about -39%
#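 Steps: HFFs plated, 16 h 37C; compounds added; HCMV-luciferase added to MOI 1 PFU/cell; 72 h 37C; OneGlo reagent, 5 min room temperature; luminescence read, normalized to controls.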
# Numbers without * were called inactive; ? = inconclusive; [ ] = another dose, or the depositor's remark. Unless noted, on the % scale 0 is the no-effect control and ±100 the full control effect.
# Every second line gives: HCMV inh	AmpC detergent
(1) Cc1ccc2c(c1)N(CCCC(=O)NCc1cccc(F)c1)C(=O)CO2
    -9.3	-1.7%
(2) Cc1ccc(C(=O)c2oc3ccccc3c2NC(=O)c2cc(=O)c3cc(C)ccc3o2)cc1
    -19.6	4.5%
(3) Cc1ccc(-n2c(/C=C\c3ccc(F)c(F)c3)nc3ccccc3c2=O)c(C)c1
    ?	0.4%
(4) CCOc1ccccc1CNS(=O)(=O)c1ccc2c(c1)CCCN2C(C)=O
    ?	5.8%
(5) CCOc1ccc(NC(=O)CSc2cn(CC(=O)N3CCOCC3)c3ccccc23)cc1
    -37.2	7.0%
(6) CCOc1ccc(CCNC(=O)c2cc3c(=O)n(C)c4ccccc4c3n2C)cc1OCC
    0.9	-2.7%
(7) Cc1ccc(C)c(CSc2c(C(C)C)cnc3c2c(=O)n(C)c(=O)n3C)c1
    2.6	-3.1%
(8) Cc1oc2ncnc(N3CCCCC3)c2c1C(=O)Nc1cccc(F)c1
    ?	7.0%
(9) CN(C)c1ccc(C(CNC(=O)c2ccc(C(C)(C)C)cc2)N2CCCC2)cc1 (stereo not given)
    ?	12.7%
(10) CSc1nn(CC(=O)Nc2ccccc2F)c(N)c1S(=O)(=O)c1ccccc1
    -16.1	-6.6%
(11) COC(=O)c1c(C)oc2ccc(N(C(=O)c3ccncc3)S(=O)(=O)c3ccc(Br)cc3)cc12
    -27.6	17.1%
(12) COc1ccc(OC)c(CNC(=O)c2cc3c(-c4ccc(OC)c(OC)c4)nn(C)c3s2)c1
    -8.5	3.0%
(13) CCOC(=O)c1cnc2cc(C(F)(F)F)ccc2c1N1CCN(c2ccc(F)cc2)CC1
    15.6	2.3%
(14) COc1ccc(C(=O)NCc2ccc3c(c2)CCN3C(=O)c2ccc(Cl)cc2)c(OC)c1
    31.0	7.5%
(15) CCN(Cc1ccc(OC)cc1)c1ccc(-c2nc(-c3ccncc3)no2)cc1[N+](=O)[O-]
    8.9	1.3%
(16) Cc1cc(=O)n(Cc2cccc(Cl)c2)c2c1c(C)nn2C
    -7.8	-1.8%
(17) CCN(CC)c1ccc(NC(=O)c2sc3nc4c(cc3c2N)CN(C)CC4)cc1
    5.5	-1.2%
(18) O=C(Nc1ccccc1)N(Cc1cccs1)c1ccc(F)cc1
    -2.5	-0.2%
(19) Cc1ccc(C)c(N2CCN(C(=O)c3cccc(-n4c(C)nc5cccnc54)c3)CC2)c1
    0.0	-5.2%
(20) O=C(NCCc1ccc(F)cc1)C(=O)NCC(c1ccc2c(c1)OCO2)N1CCOCC1 (stereo not given)
    -1.2	-2.1%
(21) O=C(CSc1nc(=O)n(Cc2ccco2)c2c1CCC2)NCc1ccc(Cl)cc1
    7.9	4.1%
(22) CSc1cccc(-n2nnc(-c3nsc(NC(=O)c4cccs4)n3)c2C)c1
    4.9	1.4%
(23) CC(C)CC(=O)Nc1nc2c(s1)CC(C(C)(C)C)CC2 (stereo not given)
    30.4	8.8%
(24) Cc1ccc(NC(=O)Cn2c(=O)n(CCCS(=O)(=O)C3CCCCC3)c(=O)c3ccccc32)cc1F
    -15.6	11.4%
(25) CCOc1ccc(NC(=O)CCS(=O)(=O)c2cccc3nonc23)cc1
    9.6	5.9%
(26) COc1ccc(-n2c(=O)c3c(c4cc(OC)ccc4n3C)n(Cc3cc(C)ccc3C)c2=O)cc1
    -2.6	10.3%
(27) COc1ccccc1CNc1nc2c(S(=O)(=O)c3ccc(C)c(C)c3)nnn2c2ccc(Cl)cc12
    12.8	16.7%
(28) COc1cccc(NC(=O)N2CCC(CN3CCOCC3)CC2)c1
    4.5	22.9%
(29) CCc1ccccc1NC(=O)c1sc(-n2nc(C)c(Cc3ccccc3)c2C)nc1C
    18.9	18.3%
(30) Cc1ccccc1Nc1c(-c2ccc(N3CCOCC3)cc2)nc2ccccn12
    72.2	10.4%
(31) O=C(c1ccc2c(c1)N(Cc1ccc(Cl)cc1)C(=O)c1ccccc1S2(=O)=O)N1CCN(c2ccccn2)CC1
    -18.9	4.4%
(32) CCC(C(=O)Nc1ccc(C)c(Cl)c1)n1c(=O)c(-c2ccccc2NC(C)=O)nc2ccccc21 (stereo not given)
    -96.6*	30.8%[activator]
(33) CCSc1nc2c(c(=O)[nH]c(=O)n2C)n1CC(O)COc1ccc(Cl)cc1 (stereo not given)
    10.0	4.3%
(34) COc1cc(NS(=O)(=O)c2ccc(NC(=O)COc3ccc(Cl)cc3Cl)cc2)nc(OC)n1
    14.7	3.1%
(35) Cc1cc(C)c(OCCOCCn2c(-c3ccc(Cl)cc3)nc3ccccc3c2=O)c(C)c1
    29.3	1.3%
(36) O=C(COc1ccccc1F)Nc1ccc2nc(SCCOc3ccccc3)sc2c1
    -29.2	6.7%
(37) Cc1ccc(CSc2nc3ccsc3c(=O)n2CCC(C)C)cc1
    -15.8	11.2%
(38) CCn1cc(C(=O)N2CCN(c3ccccc3F)CC2)c(=O)c2cc(S(=O)(=O)N(C)C)ccc21
    15.3	2.5%
(39) CCOc1ccc(CNC(=O)c2ccc3oc(=O)n(Cc4ccccc4)c3c2)cc1
    -16.3	9.0%
(40) COC(=O)C1=C(C)N(C(C)C)C(=O)C1(NC(=O)c1ccccc1OC)C(F)(F)F (stereo not given)
    4.2	-2.8%
(41) Cc1ccc(-c2cc(NC(=O)c3cccc(C)c3)on2)cc1
    25.7	3.2%
(42) CCOc1ccc(Sc2cc(C(=O)NCc3ccc(F)cc3)c3ccccc3n2)cc1
    -35.2	16.9%
(43) CCOc1ccc(C(=O)N2CC(=O)Nc3ccc(C)cc3C2c2ccc(F)cc2)cc1OCC (stereo not given)
    -13.2	?
(44) CCOC(=O)Cn1c(=O)n(CC2CCCO2)c2nc(-c3ccccc3)nc(C(N)=O)c21 (stereo not given)
    -1.0	12.8%
(45) Cc1cc(Br)cc(C)c1NC(=O)c1sc2ncn(Cc3cccc(F)c3)c(=O)c2c1C
    -33.1	8.7%
(46) COc1ccc(NC(=O)CN2C(=O)COc3ccc(S(=O)(=O)N4CCCCC4)cc32)cc1Cl
    24.6	13.6%
(47) COc1cccc(CNC(=O)c2cccc(NC(=O)c3nsc4ccccc34)c2)c1
    63.5	-4.9%
(48) Cc1nc(SCCOc2ccc(Cl)cc2)[nH]c(=O)c1Cc1ccccc1
    -7.3	15.5%
(49) Cc1cc(SCC(=O)NCc2ccccc2Cl)nc(=O)[nH]1
    3.1	1.3%
(50) COc1ccc(-c2nc3ccccc3s2)cc1NC(=O)c1ccccc1OC
    49.5	6.0%
(51) CCOC(=O)c1ccc(NC(=O)CCc2c(C)nc3nc[nH]n3c2=O)cc1
    8.6	-2.8%
(52) CCn1c(=O)c2cc(C(=O)NCCCN(C)Cc3ccccc3)sc2c2ccccc21
    -70.3*	9.3%
(53) CCc1cccc(C)c1NC(=O)C1CCN(S(=O)(=O)Cc2ccccc2)CC1
    14.0	19.6%
(54) COc1ccc2c(c1)-c1nc(NC(=O)c3ccc(OC)c(Br)c3)sc1CC2
    -31.8	18.2%
(55) CCc1c(C)sc2c1CCN(C(=O)Nc1cc(C)cc(C)c1)C2c1ccccc1 (stereo not given)
    -5.5	12.2%
(56) O=C(NCCc1ccc(Cl)cc1)c1ccc2c(c1)N(Cc1ccc(Cl)cc1)C(=O)CS2
    -18.8	8.7%
(57) CCCCSCCCNC(=O)c1cn(CC)c2ccc(S(=O)(=O)N(C)C3CCCCC3)cc2c1=O
    -3.5	3.3%
(58) CC(=O)Nc1cccc(NC(=O)CSc2ccc(-c3sc(-c4ccccc4)nc3C)nn2)c1
    -30.9	11.2%
(59) Cc1ccc(NC(=O)Cn2c(=O)n(CCC(=O)NCc3ccccc3Cl)c(=O)c3ccccc32)c(C)c1
    -4.3	5.7%
(60) COc1ccc(-c2cc(C(=O)NCc3ccc(F)cc3)c3c(-c4ccc(F)cc4)[nH]nc3n2)cc1OC
    -101.0*	1.4%

# Quoted from above: nos. 31–47
# Every second line gives: HCMV inh	AmpC detergent
(31) O=C(c1ccc2c(c1)N(Cc1ccc(Cl)cc1)C(=O)c1ccccc1S2(=O)=O)N1CCN(c2ccccn2)CC1
    -18.9	4.4%
(32) CCC(C(=O)Nc1ccc(C)c(Cl)c1)n1c(=O)c(-c2ccccc2NC(C)=O)nc2ccccc21 (stereo not given)
    -96.6*	30.8%[activator]
(33) CCSc1nc2c(c(=O)[nH]c(=O)n2C)n1CC(O)COc1ccc(Cl)cc1 (stereo not given)
    10.0	4.3%
(34) COc1cc(NS(=O)(=O)c2ccc(NC(=O)COc3ccc(Cl)cc3Cl)cc2)nc(OC)n1
    14.7	3.1%
(35) Cc1cc(C)c(OCCOCCn2c(-c3ccc(Cl)cc3)nc3ccccc3c2=O)c(C)c1
    29.3	1.3%
(36) O=C(COc1ccccc1F)Nc1ccc2nc(SCCOc3ccccc3)sc2c1
    -29.2	6.7%
(37) Cc1ccc(CSc2nc3ccsc3c(=O)n2CCC(C)C)cc1
    -15.8	11.2%
(38) CCn1cc(C(=O)N2CCN(c3ccccc3F)CC2)c(=O)c2cc(S(=O)(=O)N(C)C)ccc21
    15.3	2.5%
(39) CCOc1ccc(CNC(=O)c2ccc3oc(=O)n(Cc4ccccc4)c3c2)cc1
    -16.3	9.0%
(40) COC(=O)C1=C(C)N(C(C)C)C(=O)C1(NC(=O)c1ccccc1OC)C(F)(F)F (stereo not given)
    4.2	-2.8%
(41) Cc1ccc(-c2cc(NC(=O)c3cccc(C)c3)on2)cc1
    25.7	3.2%
(42) CCOc1ccc(Sc2cc(C(=O)NCc3ccc(F)cc3)c3ccccc3n2)cc1
    -35.2	16.9%
(43) CCOc1ccc(C(=O)N2CC(=O)Nc3ccc(C)cc3C2c2ccc(F)cc2)cc1OCC (stereo not given)
    -13.2	?
(44) CCOC(=O)Cn1c(=O)n(CC2CCCO2)c2nc(-c3ccccc3)nc(C(N)=O)c21 (stereo not given)
    -1.0	12.8%
(45) Cc1cc(Br)cc(C)c1NC(=O)c1sc2ncn(Cc3cccc(F)c3)c(=O)c2c1C
    -33.1	8.7%
(46) COc1ccc(NC(=O)CN2C(=O)COc3ccc(S(=O)(=O)N4CCCCC4)cc32)cc1Cl
    24.6	13.6%
(47) COc1cccc(CNC(=O)c2cccc(NC(=O)c3nsc4ccccc34)c2)c1
    63.5	-4.9%

# The results go on.
# Every second line gives: HCMV inh	AmpC detergent
(61) Cc1c(NC(=O)Cc2ccc(F)cc2)cccc1-c1nc2cccnc2s1
    ?	19.9%
(62) O=C(COC(=O)c1cc(-c2cccs2)nc2ccccc12)c1ccc(Br)cc1
    6.7	11.7%
(63) CCOc1ccccc1NC(=O)Cn1ccn(-c2ccccc2)c(=O)c1=O
    -23.8	10.7%
(64) COc1ccc(OCC(=O)N2CCN(C(=O)c3cccc(OC)c3OC)CC2)cc1
    7.2	16.8%
(65) COc1ccc(-c2ccc3c(N)c(C(=O)NCc4ccc(Cl)cc4)sc3n2)cc1
    -38.9	12.9%
(66) COc1cc(CN(C(=O)c2oc3ccccc3c2C)C2CCS(=O)(=O)C2)cc(OC)c1OC (stereo not given)
    6.3	10.6%
(67) Cc1ccccc1-c1nc2c3c(-c4ccccc4)c(-c4ccccc4)oc3ncn2n1
    16.0	13.4%
(68) COc1ccccc1N1CCN(CC(O)COc2ccc(Cl)c(C)c2)CC1 (stereo not given)
    -9.1	1.6%
(69) Cc1ccc(-n2ncc(C(=O)NCCCN3CCCCC3)c2C2CCN(C(=O)OC(C)(C)C)CC2)c(C)c1
    -13.9	21.3%
(70) CCOC(=O)c1c(NC(=O)c2noc3c2CC(C(C)(C)C)CC3)sc2c1CCCC2 (stereo not given)
    14.6	-4.5%
(71) CCCN(CCC)C(=O)Cn1c(=O)n(-c2cccc(OC)c2)c(=O)c2c3c(sc21)CCCC3
    -17.5	20.6%
(72) CCOc1ccc(NC(=O)c2ccc(NC(=O)N3CCSc4ncccc43)cc2)cc1
    ?	12.5%
(73) COC(=O)c1c(NC(=O)COc2ccc(OC)cc2)sc2c1CCC(C)C2 (stereo not given)
    -9.4	19.0%
(74) COc1ccc(S(=O)(=O)NCCc2nnc3ccc(SCC(=O)Nc4ccccc4C)nn23)cc1
    3.4	5.0%
(75) O=C(COc1ccc2oc3c(c2c1)CCCC3)Nc1cccc(Br)c1
    -17.6	18.3%
(76) COc1ccc(CCNC(=O)Cn2c(=O)cc(C(F)(F)F)c3c(C)nn(C)c32)cc1OC
    10.2	-2.6%
(77) CC(=O)c1cc2c(cc1N/C(=N/S(=O)(=O)c1ccc(F)cc1)c1ccccc1)OCO2
    9.6	1.4%
(78) CC(=O)Nc1ccc(NC(=O)CCC(=O)c2ccc(C)cc2)cc1
    7.5	2.4%
(79) CC(C)c1cc(-c2nc(-c3ccc(Cl)cc3)no2)n[nH]1
    -67.8*	3.3%
(80) CCOC(=O)c1c(C)sc(-c2c(-c3ccccc3)[nH]c3[nH]c(=O)[nH]c(=O)c23)c1O
    6.5	14.8%
(81) COc1ccc(OC)c(S(=O)(=O)N2CCC(c3ccncc3)CC2)c1
    -7.0	-5.2%
(82) CCOc1ccc(CCNC(=O)CCc2cn(Cc3ccc(F)cc3)c3ccccc23)cc1
    7.5	1.5%
(83) COc1ccc(NC(=O)C2CCN(S(=O)(=O)c3ccc4c(c3)CCCC(=O)N4)CC2)c(OC)c1
    1.2	0.4%

# Bioassay records (PubChem)

# Not all compounds are listed; count on the stated rates, not on these rows.
